Assay outcomes deposited in PubChem BioAssay by several laboratories.
TMEM16A inh – inhibitors of mouse TMEM16A calcium-activated chloride channel | Q8BHY3 | HEK293 TMEM16A/YFP iodide influx fluorescence, ionomycin | normalized B-score (activity score, 25-100; higher = stronger inhibition) at 10 µM | actives 1.2% (n = 310,000);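 active = ratio plate-corrected score three or more library SD toward inhibition, starting fluorescence score within five deviations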;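 note: score derived from kinetic fluorescence span divided by baseline fluorescence per well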
Target sequence (Q8BHY3 whole entry, looked up): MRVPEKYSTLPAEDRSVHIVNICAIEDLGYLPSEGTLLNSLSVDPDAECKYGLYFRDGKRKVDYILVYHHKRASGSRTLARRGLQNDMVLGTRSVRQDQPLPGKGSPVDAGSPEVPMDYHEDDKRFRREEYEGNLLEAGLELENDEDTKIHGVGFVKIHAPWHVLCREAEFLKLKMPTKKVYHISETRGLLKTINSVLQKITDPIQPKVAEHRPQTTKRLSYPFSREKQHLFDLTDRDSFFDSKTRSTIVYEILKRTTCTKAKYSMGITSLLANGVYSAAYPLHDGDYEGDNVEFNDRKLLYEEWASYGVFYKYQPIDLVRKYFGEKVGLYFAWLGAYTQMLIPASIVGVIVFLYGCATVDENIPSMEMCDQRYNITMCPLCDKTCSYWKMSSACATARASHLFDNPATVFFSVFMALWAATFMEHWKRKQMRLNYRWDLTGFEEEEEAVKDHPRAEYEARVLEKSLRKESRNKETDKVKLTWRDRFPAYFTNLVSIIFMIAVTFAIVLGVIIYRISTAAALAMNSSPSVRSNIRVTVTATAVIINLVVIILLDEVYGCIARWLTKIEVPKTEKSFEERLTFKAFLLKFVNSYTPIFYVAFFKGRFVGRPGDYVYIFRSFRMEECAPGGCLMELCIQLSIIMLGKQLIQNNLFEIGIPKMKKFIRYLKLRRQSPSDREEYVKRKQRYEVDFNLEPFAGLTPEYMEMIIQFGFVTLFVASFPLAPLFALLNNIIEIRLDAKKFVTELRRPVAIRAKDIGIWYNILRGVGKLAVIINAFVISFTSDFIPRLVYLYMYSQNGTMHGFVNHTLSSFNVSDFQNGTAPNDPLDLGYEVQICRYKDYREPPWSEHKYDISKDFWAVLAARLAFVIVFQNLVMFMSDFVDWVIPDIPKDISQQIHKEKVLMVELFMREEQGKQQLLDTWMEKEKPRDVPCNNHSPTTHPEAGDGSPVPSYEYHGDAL
TRPC4 agonist – opens the mouse TRPC4 cation channel | Q9QUQ5 | HEK293 TRPC4beta/mu-opioid, Fluo4 calcium fluorescence; hits give high values | B-score at 10 µM | actives 0.49% (n = 310,000) | AID 2237;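 active = B-score above 5 SD of library B-scores, and initial fluorescence ratio not above library mean plus 5 SD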;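 note: positive B-score marks a calcium rise read as TRPC4 activation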
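system = HEK293 cells stably co-expressing mouse TRPC4beta and mu-opioid receptor | schedule = Fluo4 dye loading 45 min at room temperature, 110 s recording | measure = B-scored integrated calcium fluorescence ratio | signal = Fluo4 calcium-sensitive dye fluorescence, kinetic, 1 Hz baseline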
SKKanGAS inh – inhibitors of SKKanGAS S. pyogenes growth in kanamycin (SK-promoter or general growth effect). BacTiter-Glo, 6 h. inhibition, % at 7.5 µM. actives 1.3% (n = 300,000). AID 1662;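 active = mean replicate score, as percent of positive control median, at least 50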;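 note: strain carries kanamycin resistance gene driven by streptokinase promoter and grows in 40 µg/ml kanamycin; loss of luminescence reflects streptokinase promoter inhibition or plain growth inhibition; 0% = median of DMSO wells and 100% = positive control at its reference dose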
TRPC6 inhibitor – blocks the mouse TRPC6 cation channel | Q61143 | HEK293-TRPC6, membrane potential dye, ACh-evoked depolarization; hits give low values | B-score at 10 µM | actives 1.1% (n = 310,000);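 active = B-score under library mean minus 3 SD, initial fluorescence not abnormally high, positive integrated signal ratio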;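 note: B-score derived from integrated fluorescence ratio over the kinetic read; more negative B-score means stronger inhibition of depolarization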
MrgX1 antag – human MrgX1 receptor antagonism, primary screen | actives 1.3% (n = 310,000) | AID 588676 | B-score at 10 µM | MRGX1-HEK293 calcium flux, Fluo-4, BAM8-22 antagonism; hits give low values | Q96LB2;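 active = calcium-response B-score plate-corrected more than 3 library SD below zero, starting fluorescence within 5 deviations, no agonist response on first addition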;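 note: peak minus trough fluorescence over baseline after final BAM8-22 challenge near maximal dose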
TRPC4 inh – TRPC4 (mouse) channel inhibition; Q9QUQ5; HEK293 TRPC4beta/mu-opioid, DAMGO-evoked Fluo4 calcium flux; hits give low values; B-score at 10 µM; actives 0.39% (n = 300,000); AID 2247;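 active = B-score over 3 SD under the library average, no early fluorescence shift, positive overall ratio signal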
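Test system – stable TRPC4beta/mu-opioid receptor HEK293 cells · Probe or stimulus – DAMGO, a submaximal dose followed by a maximal one · Dosing – one concentration per compound · Signal – Fluo4 calcium fluorescence by kinetic imaging, 5 s 1 Hz baseline · Evaluation – per-well B score of integrated baseline-normalized Fluo4 ratio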
TRPC6 act – activates the mouse TRPC6 cation channel; Q61143; HEK293-TRPC6 membrane potential dye fluorescence; hits give high values; B-score at 10 µM; actives 0.13% (n = 310,000); AID 2550;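 active = B-score of the integrated fluorescence ratio above library mean plus 3 SD, and starting fluorescence ratio within library mean plus 5 SD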;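 note: higher score means more depolarization so channel activation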
MrgX1 allo act – human MrgX1 positive allosteric modulation, primary screen; Q96LB2; actives 0.63% (n = 310,000); AID 588675; B-score at 10 µM; MrgX1-HEK293, Fluo-4 calcium flux, FDSS; hits give high values;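 active = plate-corrected calcium response at least 3 library SD above typical, normal starting fluorescence, not activating the receptor alone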;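 note: compound read alongside a low EC10 to EC30 dose of BAM8-22 agonist; peak minus trough fluorescence over baseline measured at the second addition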
TRPC4 potent – TRPC4 (mouse) allosteric potentiation. HEK293 TRPC4beta/mu-opioid, DAMGO EC20, Fluo-4 Ca2+ flux; hits give high values. actives 0.42% (n = 310,000). Q9QUQ5. B-score at 10 µM;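 active = B-score of calcium response area above 5 SD of library B-scores, with initial fluorescence ratio within 5 SD of library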;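 note: B-score of integrated fluorescence ratio over time as area under calcium response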
TMEM16A act – activates or potentiates the mouse TMEM16A chloride channel; actives 0.3% (n = 340,000); Q8BHY3; HEK293 TMEM16A/YFP-H148Q/I152L, iodide quench fluorescence; hits give low values; B-score at 10 µM;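 active = fluorescence-ratio B-score plate-corrected deviation score at least 3 library SD below zero, with starting fluorescence score within 5 deviations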;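 note: channel opened by trigger with iodide after compound preincubation; score built on the fluorescence ratio of max minus min over baseline; more negative score means more quench and so TMEM16A activation or potentiation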
MrgX1 agonist – agonists of human MrgX1 receptor; Q96LB2; MrgX1-HEK293 cells, Fluo-4 calcium fluorescence, agonist mode; hits give high values; B-score at 10 µM; actives 0.44% (n = 310,000); AID 588627;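 active = calcium response B-score plate-corrected fluorescence ratio at least 3 library SD, with starting fluorescence B-score inside 5 SD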
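System: HEK293 cells stably expressing human MrgX1 receptor; Dosing: test compound in the initial addition of three; Schedule: overnight plating, then 30 min 37 °C plus 30 min room-temperature dye loading; Detection: kinetic calcium dye fluorescence, Fluo-4 NW; Controls: per-plate positive and negative controls for Z′ factor.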
Active calls of the source: *; i = inactive; . = no result given.

Order of results: TMEM16A inh	TRPC4 agonist	SKKanGAS inh	TRPC6 inhibitor	MrgX1 antag	TRPC4 inh	TRPC6 act	MrgX1 allo act	TRPC4 potent	TMEM16A act	MrgX1 agonist
CCOc1ccc(C2NC(=O)Cc3cc(OC)c(OC)cc32)cc1 (stereo not given)
  i	i	-2	i	i	i	i	i	i	i	i
COC(=O)CSc1nc2c(c(-c3ccco3)c1C#N)CCCC2
  i	i	9	i	i	i	i	i	i	i	i
CCN(CC)S(=O)(=O)c1cccc(-c2n[nH]c(=S)n2/N=C/c2ccc(C(=O)OC)cc2)c1
  i	i	45	i	i	i	i	i	i	i	i
C=CCOc1ccc(C(=O)O)cc1Cl
  i	i	-5	i	i	i	i	i	i	i	i
CC1=CC=CN2C1=NC(=O)CC2(C)C(=O)N(CC(=O)NC1CCCC1)c1ccccc1C (stereo not given)
  i	i	1	i	i	i	i	i	i	i	i
COC(=O)c1cn(Cc2cc(OC)ccc2OC)cc(F)c1=O
  i	i	0	-5.3*	i	i	i	i	i	i	i
Cn1nnc(NCc2cc(Br)ccc2OCc2ccccc2F)n1
  i	i	-4	i	i	i	i	i	i	i	i
C=CCn1c(SCC(=O)c2c(N)n(C)c(=O)n(C)c2=O)nnc1-c1ccccc1F
  i	i	3	i	i	i	i	i	i	i	i
Cn1c(=O)c2c(nc(CN3CCN(C(=O)c4ccco4)CC3)n2CCc2ccccc2)n(C)c1=O
  i	i	0	i	i	i	i	i	i	i	i
COc1ccc(C(c2nnnn2C2CCCC2)N2CCN(C(=O)c3ccco3)CC2)cc1OC (stereo not given)
  i	i	-3	i	i	i	i	i	i	i	i
CC1CCCC(C)N1CCCNC(=O)C1CCCN(c2ncnc3c2nc2n3CCCCC2)C1 (stereo not given)
  i	i	-12	i	i	i	i	i	i	i	i
CC(=O)c1cnn(-c2ccc(Cl)c(Cl)c2Cl)c1C
  i	i	7	i	i	i	i	i	i	i	i
C(=N\c1nc2ccccc2n1CCN1CCOCC1)/c1cccs1
  i	i	4	i	i	i	i	i	i	i	i
CN(CCCCCCCCC(=O)/C=N/O)Cc1ccccc1
  i	i	0	i	i	i	i	i	i	i	i
CC(=O)NC(=O)COC(=O)/C=C/c1c(C)nn(Cc2c(Cl)cccc2Cl)c1Cl
  i	i	10	i	i	i	i	i	i	i	i
CCS(=O)(=O)N1CCC(NC(=O)C(Cc2cccc(OC)c2OC)NC(C)=O)CC1 (stereo not given)
  .	i	1	i	.	i	i	.	i	i	.
Cc1cc(C)nc(N(C#N)CC(=O)c2ccccc2)n1
  i	i	1	i	i	i	i	i	i	i	i
COc1ccc(-c2noc3c2-c2nc(-c4ccc(Cl)cc4)sc2CC3)cc1
  i	i	1	i	i	i	i	i	i	i	i
Cn1cccc1-c1nc2ccccc2n1C
  i	i	-1	i	i	i	i	i	i	i	i
O=C(CN1CCCC1)Nc1c2c(nc3ccccc13)N(Cc1ccccc1)CC2
  i	i	-8	-6.1*	i	i	i	i	i	i	i
COC(=O)c1cc2c(N)c(C(=O)c3ccccc3)sc2nc1C(OC)OC
  i	i	1	i	i	i	i	i	i	i	i
Clc1ccc(COn2nnc3ccccc32)c(Cl)c1
  i	i	1	i	i	i	i	i	i	i	i
COC(=O)c1ccc(N2CCN(C(C)=O)CC2)c(NC(=O)c2cccnc2)c1
  i	i	3	i	i	i	i	i	i	i	i
C=CCc1c(OC)ccc2ccc(=O)oc12
  i	i	-2	i	i	i	i	i	i	i	i
CN1CCN(C(=O)/C=C/c2ccccc2)CC1
  i	i	-2	i	i	i	i	i	i	i	i
CCOc1cc(/C=N/NC(=O)c2cc(C)[nH]n2)ccc1OC(=O)c1ccc([N+](=O)[O-])cc1
  100*	i	12	i	i	i	i	i	i	.	i
COc1ccc(CC2S/C(=N/N=C/c3ccccc3O)NC2=O)cc1 (stereo not given)
  i	i	9	i	i	i	i	i	i	i	i
O=C1NC(c2ccccc2Cl)=N/C1=C/c1ccco1
  i	i	5	i	i	i	i	i	i	i	i
CCOC(=O)C1CN(S(=O)(=O)c2ccc(C)cc2)c2cc(S(=O)(=O)CC)ccc2O1 (stereo not given)
  i	i	1	i	-4.8*	i	i	i	i	i	i
Cc1cc(/C=C(/C#N)C(=O)O)c(C)n1-c1cccc2ccccc12
  i	i	15	i	i	i	i	i	i	i	i
COC(=O)c1cc(NC(=O)c2ccc([N+](=O)[O-])cc2)c(=O)oc1C
  i	i	-4	i	i	i	i	i	i	i	i
COC(=O)CC1C(=O)NCCN1C(=O)c1ccccc1 (stereo not given)
  i	i	5	i	i	i	i	i	i	i	i
Cc1cc(NC(=O)c2ccccc2)c(Cl)cc1N
  .	i	-6	i	.	i	i	.	i	i	.
Cc1ccc(N(Cc2ccc(C(=O)Nc3c(C)n(C)n(-c4ccccc4)c3=O)cc2)S(C)(=O)=O)cc1C
  i	i	7	i	i	i	i	i	i	i	i
COc1ccccc1-n1c(CNC(=O)c2ccco2)nnc1SCC(=O)Nc1cc(C)ccc1C
  i	.	.	.	i	.	.	i	.	i	i
O=C(CSc1nnc2scc(-c3ccccc3)n12)Nc1nsc(-c2ccccc2)n1
  i	i	-3	i	i	i	i	i	i	i	i
CCCOc1ccccc1C(=O)N1CCNC(=O)C1CC(=O)OC(C)C (stereo not given)
  i	i	-3	i	i	i	i	i	i	i	i
Cc1nc(CSc2ccc(Cl)cc2)cs1
  i	i	7	i	i	i	i	i	i	i	i
CCOc1ccccc1-n1c(SCC(=O)N2CCOCC2)nc2ccccc2c1=O
  i	i	0	i	i	i	i	i	i	i	i
CC(C)[C@H](NC(=O)OCc1ccccc1)C(=O)OCC(=O)NC1CCCCC1
  i	i	5	i	i	i	i	i	i	i	i
Fc1ccc(/C=N/n2cnn(Cc3ccccc3Cl)c2=S)cc1
  i	i	14	i	i	i	i	i	i	i	i
CCC1CCCCN1S(=O)(=O)c1ccc(C(=O)Nc2nnc(C3CC3)o2)cc1 (stereo not given)
  i	i	60*	i	i	i	i	i	i	i	i
Cc1cccc(N2CCN(S(C)(=O)=O)CC2)c1C
  i	i	7	i	i	i	i	i	i	i	i
O=C(Nc1ccccc1)Nc1ccc(NC(=O)c2ccccc2O)cc1
  i	i	-2	i	i	i	i	i	i	i	i
Cc1ccc(-c2cc(C(=O)N/N=C/c3c(C)nn(C)c3C)c3ccccc3n2)cc1C
  i	i	29	i	i	i	i	i	i	i	i
O=C(COc1cccc(Br)c1)NN=C1c2ccccc2-c2ccccc21
  i	i	-14	i	i	i	i	i	i	i	i
COc1ccc(N2CCN(C(=O)CCc3ccc(S(=O)(=O)NC(C)(C)C)cc3)CC2)cc1
  i	i	-9	i	i	i	i	i	i	i	i
COc1cc(C(=O)Nc2cnc(NC(=O)C(C)C)cc2C)cc(OC)c1OC
  i	i	1	i	-5.7*	i	i	i	i	i	i
Cc1ccc2oc(-c3cccc(NC(=S)NC(=O)/C=C/c4ccco4)c3)nc2c1
  i	i	1	i	i	i	i	i	i	i	i
Cc1ccc(-n2nnnc2SCC(=O)NC2CCCc3ccccc32)cc1 (stereo not given)
  i	i	-4	i	i	i	i	i	i	i	i
Cc1ccccc1S(=O)(=O)Oc1cccc2c(O)cccc12
  i	i	7	i	i	i	i	i	i	i	i
Cc1nc(COc2ccc(C(=O)Nc3ccccc3N3CCOCC3)cc2)cs1
  i	i	-2	i	i	i	i	i	i	i	i
COc1ccc(NC(=O)c2ccc(C)cc2)c(OC)c1
  i	i	4	i	i	i	i	i	i	i	i
c1ccc(CNc2nc(-c3cccs3)nc3ccccc23)cc1
  .	i	9	i	.	i	i	.	i	i	.
Cc1ccc(OCCOc2cccc3ccc(C)nc23)c([N+](=O)[O-])c1
  i	i	-8	i	i	i	i	i	i	i	i
CCOc1ccc(CCNC(=O)C2CCCN(S(=O)(=O)N3CC(C)CC(C)C3)C2)cc1OCC (stereo not given)
  i	i	4	i	i	i	i	i	i	i	i
CCCn1c(SCC(=O)NC2CCCCC2C)n[nH]c1=O (stereo not given)
  i	i	1	i	i	i	i	i	i	i	i
CCN1CCc2c(OCC(=O)Nc3cccc(C)c3C)cccc2C1=O
  i	i	3	i	i	i	i	i	i	.	i
Cc1ccn2c(=O)c(C(=O)NCCN3CCOCC3)c(O)nc2c1
  i	i	-3	i	i	i	i	i	i	i	i
COc1ccc(C2C(C#N)=C(N)Oc3n[nH]c(C)c32)cc1CSc1ccccn1 (stereo not given)
  i	i	-3	i	i	i	i	i	i	i	i

Additional structures follow:
Order of results: TMEM16A inh	TRPC4 agonist	SKKanGAS inh	TRPC6 inhibitor	MrgX1 antag	TRPC4 inh	TRPC6 act	MrgX1 allo act	TRPC4 potent	TMEM16A act	MrgX1 agonist
Cn1c(=O)c2c(nc(NCc3ccc4c(c3)OCO4)n2C)n(C)c1=O
  i	i	1	i	i	i	i	i	i	i	i
CCCNC(=O)c1onc(CSc2ccc(Cl)cc2)c1C(=O)NCCOC
  i	i	4	i	i	i	i	i	i	i	i
CCC(=O)Nc1cc2c3c(c1)CCN3C(=O)CC2
  i	i	-3	i	i	i	i	i	i	i	i
CC(=O)Nc1ccc(N(C(=O)c2ccco2)C(C(=O)NC2CCCC2)c2ccncc2)cc1 (stereo not given)
  i	i	0	i	i	i	i	i	i	i	i
Cc1ccc(C(=O)Nc2nn(C)c3cccc(F)c23)cc1
  i	i	2	i	i	i	i	i	i	i	i
COc1nc(NCCc2ccc(OC)c(OC)c2)nc(Nc2ccccc2)n1
  i	i	1	i	i	i	i	i	i	i	i
N=c1c2c3c(sc2ncn1Cc1ccccc1)CCCC3
  i	i	0	-6.5*	i	i	i	i	i	i	i
NC(N)=N/N=C/c1ccc(OS(=O)(=O)c2ccccc2)cc1
  i	i	-2	i	i	i	i	i	i	i	30*
CCCC(C(=O)NCCC(C)C)N(Cc1ccccc1Cl)C(=O)c1snc(C(N)=O)c1N (stereo not given)
  i	i	5	i	i	i	i	i	i	i	i
